Screens as filed in PubChem BioAssay.
GSK3beta inhib: inhibitors of human GSK3beta kinase; GST-GSK3beta kinase, ADP-Glo luminescence, 60 min; hits give low values; activity score (negative = inhibition), % at 10 µM; 0.038% of 300,000 active;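 active = more than half of replicate wells score below -50%, meaning over 50% inhibition versus plate controls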;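 also: 0% = median DMSO wells and -100% = median GW8510 positive control wells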
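Test system: GST-fused GSK3beta enzyme, cell-free | Quantity: 1.6 ng GST-GSK3beta enzyme per well | Reagent: 25 µM ATP with peptide substrate | Schedule: 60 min enzyme reaction, room temperature | Signal: Luminescent ADP-Glo measurement of ADP formed | Read-out basis: Score relative to plate controls | Control set: DMSO and 20 µM GW8510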
hERG protect: hERG (human) protection from proarrhythmic block. CHO-hERG, FluxOR thallium flux, dofetilide IC70 present. activation (rescue from dofetilide block), less the hit threshold, % at 10 µM. 0.51% of 310,000 active;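 active = activation above the mean of controls blocked by dofetilide plus 5 SD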;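 also: thallium influx through hERG after potassium depolarization seen as dye fluorescence rise; in these data hits start at about 4.7%; inactives centre near -7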
Target sequence (Q12809 whole entry, looked up): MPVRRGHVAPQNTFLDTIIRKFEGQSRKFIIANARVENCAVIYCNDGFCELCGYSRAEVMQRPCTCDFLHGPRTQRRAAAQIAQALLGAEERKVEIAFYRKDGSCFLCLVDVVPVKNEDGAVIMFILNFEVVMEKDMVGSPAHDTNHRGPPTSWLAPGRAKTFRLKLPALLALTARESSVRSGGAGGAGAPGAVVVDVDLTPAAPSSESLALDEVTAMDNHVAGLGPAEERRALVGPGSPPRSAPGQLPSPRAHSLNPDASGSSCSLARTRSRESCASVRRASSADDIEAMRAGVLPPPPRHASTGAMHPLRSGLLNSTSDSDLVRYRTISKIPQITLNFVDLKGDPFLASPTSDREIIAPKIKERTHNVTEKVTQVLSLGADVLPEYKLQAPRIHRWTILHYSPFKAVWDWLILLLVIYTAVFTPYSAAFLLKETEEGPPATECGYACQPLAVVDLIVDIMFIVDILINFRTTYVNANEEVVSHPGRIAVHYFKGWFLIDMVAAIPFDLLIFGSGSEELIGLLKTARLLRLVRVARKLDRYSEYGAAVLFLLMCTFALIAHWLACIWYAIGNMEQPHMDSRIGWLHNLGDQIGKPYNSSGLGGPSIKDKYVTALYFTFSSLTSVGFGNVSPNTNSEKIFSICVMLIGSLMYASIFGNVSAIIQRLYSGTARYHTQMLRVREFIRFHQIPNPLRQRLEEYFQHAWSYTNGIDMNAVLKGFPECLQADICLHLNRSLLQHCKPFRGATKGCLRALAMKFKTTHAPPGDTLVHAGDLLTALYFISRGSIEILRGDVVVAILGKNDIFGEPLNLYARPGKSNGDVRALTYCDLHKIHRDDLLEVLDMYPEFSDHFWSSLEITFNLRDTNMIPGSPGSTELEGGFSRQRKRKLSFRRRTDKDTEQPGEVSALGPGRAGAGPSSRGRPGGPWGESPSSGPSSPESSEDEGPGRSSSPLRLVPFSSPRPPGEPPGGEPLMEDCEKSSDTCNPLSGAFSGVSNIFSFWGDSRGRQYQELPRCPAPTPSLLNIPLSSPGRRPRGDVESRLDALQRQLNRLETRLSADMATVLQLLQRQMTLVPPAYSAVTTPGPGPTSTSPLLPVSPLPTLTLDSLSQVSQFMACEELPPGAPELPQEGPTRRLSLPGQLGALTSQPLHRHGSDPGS
KCNK3 block: human KCNK3 channel inhibition, primary screen | CHO-KCNK3 thallium flux, FluxOR fluorescence; hits give low values | B-score at 10 µM | O14649 | 0.84% of 340,000 active;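 active = B-score under library mean minus 4 SD, starting fluorescence ratio at most library mean plus 5 SD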;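 also: more negative B-score means stronger inhibition of thallium flux through KCNK3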
KCNK9 inh: human KCNK9 channel inhibition; B-score at 10 µM; 1.2% of 310,000 active; Q9NPC2; AID 488922; HEK293 KCNK9, FluxOR thallium flux fluorescence; hits give low values;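 active = ratio B-score over 3 SD below the library mean, with starting fluorescence within 5 SD of its mean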;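 also: negative B-score means less thallium flux so channel inhibition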
PolyA inhibitor: yeast polyadenylation inhibition; AID 1875; S. cerevisiae SKY197-pL101 polyadenylation reporter, beta-gal luminescence; efflux-impaired pdr1/pdr3 knockout yeast; score 100 = 6 SD above DMSO; 0.02% of 300,000 active; calls only at 12 µM;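 active = lowest replicate activity score at least 50, where 100 means six control SD above control mean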;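 also: yeast exposed to compound for 9 h at 30 °C; higher score means more reporter readthrough which indicates perturbed polyadenylation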
KCNQ1 pot: human KCNQ1 channel potentiation or activation. P51787. CHO-K1 KCNQ1, thallium flux FluxOR fluorescence; hits give high values. B-score at 10 µM. 0.35% of 310,000 active. AID 2648;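 active = fluorescence ratio B-score, a plate-corrected score, at least three library SD, with initial intensity B-score within 5 SD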
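assay system = KCNQ1-transfected CHO-K1 cells | medium = assay buffer with matched DMSO | probe or stimulus = depolarizing K+/Tl+ stimulus, K2SO4 and Tl2SO4 each 12.5 mM in 5x stock | dosing = single dose | incubation = dye 90 min, compound 20 min, room temperature | detection = kinetic FluxOR fluorescence, 10 s baseline plus 110 s post-stimulus | evaluation = ratio B score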
RGS4 act: potentiators or activators of RGS4. HEK293 M3R/inducible RGS4, carbachol calcium flux Fluo4; hits give low values. B-score at 10 µM. 0.92% of 310,000 active. AID 463111;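 active = B-score of the integrated calcium signal more than 4 SD below the library mean, with starting fluorescence not abnormally high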;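 also: negative B-score means reduced calcium response which marks RGS4 activation or potentiation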
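System: HEK293 FlpIn-TREx cells, stable M3R, doxycycline-inducible RGS4. Timing: overnight RGS4 induction, 30 min dye load 37 °C, 20 min compound RT. Also added: carbachol, ECmax concentration. Measured by: Fluo4 fluorescence kinetic imaging of calcium. Evaluation: integrated calcium ratio converted to B score.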
GSK3A inh: human GSK-3 alpha kinase inhibition | P49840 | ADP-Glo luminescence, 60 min | inhibition, % at 10 µM | 0.1% of 320,000 active | AID 2650;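 in the data active = inhibition above about 50%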;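 also: GST-tagged GSK-3 alpha with peptide substrate and 25 µM ATP; 0% = DMSO neutral wells and 100% = GW8510 positive control wells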
Dyrk1A ADPGlo: inhibitors of rat Dyrk1A kinase | Q63470 | ADP-Glo luminescence, NFATc1 peptide | inhibition, % at 12.5 µM | 0.43% of 310,000 active | AID 504441; in the data active = inhibition above about 50%;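 also: plate controls were vehicle with enzyme for no effect and no enzyme for full effect; many of its hits are not listed in these tables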
KCNQ1 block: blocks the human KCNQ1 potassium channel | P51787 | CHO-K1 KCNQ1, FluxOR thallium flux fluorescence; hits give high values | B-score at 10 µM | 1.3% of 310,000 active;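 active = compounds whose thallium flux B-score, printed positive for inhibition, exceeds three library SD while starting fluorescence stays within three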;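 also: channel opened by potassium depolarization with thallium stimulus after 20 min compound exposure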
RGS4 inh: inhibitors of human RGS4 | P49798 | HEK293 M3R/RGS4 inducible, Fluo-4 calcium flux; hits give high values; triggered by carbachol at its EC20 | B-score at 10 µM | 0.45% of 310,000 active;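 active = B-score, a plate-corrected calcium signal, over three deviations above library mean, with baseline fluorescence within five deviations of library mean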;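 also: RGS4 expression induced by doxycycline in cells with stable M3 receptor; B-score is computed from the integrated fluorescence ratio over baseline after carbachol; higher B-score means a larger calcium signal and so more RGS4 inhibition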
An asterisk follows results filed as active; i = inactive; x = not tested or not shown.

SMILES	KCNK9 inh	RGS4 inh	GSK3A inh	KCNK3 block	RGS4 act	Dyrk1A ADPGlo	GSK3beta inhib	PolyA inhibitor	hERG protect	KCNQ1 pot	KCNQ1 block
CCOC(=O)CSc1nc2ccccc2n2cnnc12	i	i	-2	i	i	11	-1	i	-11	i	i
CCC(=O)c1ccc(N2CCN(C(=O)Cc3ccccc3)CC2)c(F)c1	i	i	-1	i	i	-2	-1	i	-4	i	i
CCc1ccc(-c2nc(NC(=O)c3ccc(OCC(=O)Nc4ccc(F)cc4)c(OC)c3)sc2C)cc1	i	i	-3	i	i	1	2	i	-5	i	i
CSc1ncc(Cl)c(C(=O)Nc2ccccc2Br)n1	i	i	-2	i	i	3	2	i	-11	i	i
Cc1ccc(CNC(=O)C(Cc2ccccc2)NS(=O)(=O)c2ccc(Br)s2)cc1 (configuration not stated)	i	i	-3	i	i	-5	-4	i	-6	i	i
COc1ccc(-n2nc(C(=O)NCC(=O)N3CCN(c4ccccn4)CC3)c3ccccc3c2=O)cc1OC	i	i	-5	i	i	22	1	i	-11	i	i
CCC(C)NCc1ccc(C(=O)OC)o1 (configuration not stated)	i	i	-2	i	i	-1	-2	i	-9	i	i
O=C(Cn1cc(SCc2cccc(Cl)c2)c2ccccc21)N1CCOCC1	i	i	4	i	i	-3	1	i	-7	i	i
Cc1sc2ncnc(SCC(=O)N3c4ccccc4Sc4ccc(Cl)cc43)c2c1C	i	i	0	i	i	2	1	i	-7	i	i
CCc1ccc(CNC(=O)C2CCC(=O)N(CCc3ccc(Cl)cc3)C2)nc1 (configuration not stated)	i	i	1	i	i	-9	-27	i	-9	i	i
CSc1nc(C)c(Cc2ccccc2)c(=O)[nH]1	i	i	-5	i	i	5	2	i	-5	i	i
CCOc1ccc(NC(=O)Nc2cnccn2)cc1	i	i	-2	i	i	2	-28	i	-8	i	i
Cc1noc(C)c1C(=O)N1CCC(CO)(Cc2ccccc2)CC1	i	i	-2	i	i	-1	-1	i	-2	i	i
Cc1c(OCC(=O)N[C@@H](CSCc2ccccc2)C(=O)O)ccc2c3c(c(=O)oc12)CCC3	i	4.9*	x	i	i	-3	-2	i	-9	i	i
O=C(CSc1nc2ccccc2s1)NC1CCCc2ccccc21 (configuration not stated)	i	i	-1	i	i	0	-1	i	-8	i	i
O=C(O)c1ccc(/C=C2\COc3ccccc3C2=O)cc1	i	31*	-2	i	i	-1	-1	i	-15	i	i
COC(=O)c1sccc1NC(=S)Nc1ccc(C)cc1	i	i	3	i	i	2	-3	i	-5	i	i
CC(C)Cc1nc2oc3c(N4CCN(CCO)CC4)ncnc3c2c2c1CCCC2	i	i	2	i	i	-1	2	i	-9	i	i
COC(=O)c1ccccc1NC(=O)CSc1nnnn1CC(=O)O	i	i	1	i	i	0	-2	i	-7	i	i
CC(C)Cn1c(NCCO)nc2ccccc21	i	i	-1	i	i	-4	1	i	-5	i	i
CN(C)c1ccc2c3c(ccc(N(C)C)c13)COC2	i	i	5	i	i	-1	-5	i	-6	i	i
CC(C)CNC(=O)c1ccccc1NC(=O)c1ccccc1N(C)S(C)(=O)=O	i	i	1	i	i	-5	2	i	-5	i	i
CCC(=O)Nc1cccc(-c2nnc(-c3ccccc3)o2)c1	i	i	-3	i	i	-2	1	i	-18	i	i
COc1ccc(/C=C/c2c(-c3ccc(OC)cc3)oc3ccc(-c4ccc(OC)cc4)cc23)cc1	i	i	-3	i	i	3	1	i	-4	i	i
COc1ccccc1NC(=O)CCSc1nc(C)cc(C)n1	i	i	-3	i	i	2	2	i	-14	i	i
COc1ccc(/C=C(\NC(=O)c2ccc(C)cc2)C(=O)NCCCn2ccnc2)cc1OC	i	i	0	i	i	-4	3	i	-8	i	i
COc1ccc(CNC(=O)C2CCCN(C(=O)Nc3ccc(OC)cc3)C2)cc1 (configuration not stated)	i	i	0	i	i	-7	-2	i	-3	i	i
Cc1cc(=O)oc2c(C)c(OCC(=O)c3ccccc3)ccc12	i	i	-5	i	i	-2	2	i	-6	i	i
COc1ccc(CCNC(=O)CC2SC(=NCc3ccccc3OC)NC2=O)cc1 (configuration not stated)	i	i	-1	i	i	x	3	i	4.9*	i	i
COc1ccc(N2CCN(C(=O)c3ccc(SC)cc3OC)CC2)cc1	i	i	-2	i	i	1	2	i	-10	i	i
COc1ccc(NC(=O)CN(c2cc(C)cc(C)c2)S(=O)(=O)c2c(C)noc2C)cc1	i	i	x	i	i	14	3	i	-5	i	i
COc1ccc(C2CC(c3ccccc3)=NN2C(=O)CSc2nnnn2-c2cccc(C)c2)cc1 (configuration not stated)	i	i	-1	i	i	-1	0	i	-13	i	i
COc1cccc(C(C(=O)NC2CCCCC2)N(CCN2CCOCC2)C(=O)C2COc3ccccc3O2)c1 (configuration not stated)	i	i	0	i	i	-2	3	i	-11	i	i
CCOC(=O)c1c(C2CC2)csc1NC(C)=O	i	i	1	i	i	4	0	i	-8	i	i
C=CCNC(=O)C1CCC(C(=O)NCC=C)CC1 (configuration not stated)	i	i	-1	i	i	-6	-2	i	-9	i	i
CC(C)(C)OC(=O)N[C@H](Cc1ccccc1)C(=O)N1CCC[C@@H]1C(=O)O	i	i	-1	i	i	-7	0	i	0	i	i
CSc1c(-c2ccccn2)c(N)nn1C(=O)C1CCC1	i	i	-2	i	i	-11	-2	i	-8	i	i
O=C(NC(=S)Nc1cc(S(=O)(=O)N2CCOCC2)ccc1N1CCOCC1)C1CCCC1	i	i	-1	x	i	x	2	i	-12	i	i
CN(C)CCNS(=O)(=O)c1ccc2c3c(cccc13)C(=O)N2	i	i	0	i	i	x	3	i	-11	i	i
CC(=O)c1sc2nc(-c3cccs3)cc(C(F)(F)F)c2c1N	-9.1*	i	0	i	i	3	1	i	-4	i	7*
O=C1c2ccccc2C(O)N1Cc1ccco1 (configuration not stated)	i	i	-1	i	i	-2	2	i	-7	i	i
Cc1cc(NC(=O)CSc2n[nH]c(CC(C)C)n2)no1	i	i	1	i	i	-2	-2	i	-4	i	i
COc1ccc(N2C(=O)CSC23CCCCC3)cc1	i	i	x	i	i	x	2	i	-11	i	i
Cc1ccc(CSc2ccc3nnc(-c4cccnc4)n3n2)cc1	i	i	-2	i	i	-1	-1	i	-12	i	i
O=C(O)c1ccc(S(=O)(=O)c2ccc3c(c2)C(=O)N(Cc2ccco2)C3=O)cc1	i	i	-2	i	i	1	-1	i	-1	i	i
Cc1ccc(C(C2=C(O)CC(C)(C)CC2=O)C2C(=O)CC(C)(C)CC2=O)o1 (configuration not stated)	i	9.3*	0	i	i	-1	4	i	-2	i	i
O=C(CSc1nnnn1-c1ccc(Cl)cc1)N1CCc2ccccc2C1	i	i	-4	i	i	4	0	i	-9	i	i
O=C(CSc1nccc(=O)[nH]1)Nc1ccc(F)c(Cl)c1	i	i	3	i	i	13	-20	i	-4	i	i
CCc1cccc(C)c1NC(=O)CSc1nnc(-c2ccco2)n1N	i	i	3	i	i	17	3	i	-7	i	i
COc1ccccc1C(=O)NC(CCSC)C(=O)OC(C)C(N)=O (configuration not stated)	i	i	-3	i	i	0	-4	i	-2	i	i

Remaining list, next part:
SMILES	KCNK9 inh	RGS4 inh	GSK3A inh	KCNK3 block	RGS4 act	Dyrk1A ADPGlo	GSK3beta inhib	PolyA inhibitor	hERG protect	KCNQ1 pot	KCNQ1 block
CCN1CCN(S(=O)(=O)c2cc(OCC(=O)NC3CCCCC3)c(C)cc2Cl)CC1	i	i	2	i	i	-1	2	i	-8	i	i
CSc1cccc(NC(=O)CCCOc2ccc(Cl)cc2C)c1	i	i	-1	i	i	-4	3	i	-12	i	i
Cc1cccc(NC(=O)C2CCN(S(=O)(=O)c3c(C)nn(C)c3C)CC2)n1	i	i	-2	i	i	-3	-2	i	-7	i	i
COCCOC(=O)c1c(NC(=O)COC(=O)Cc2cccc(OC)c2)sc(C(N)=O)c1C	i	i	-2	i	i	-7	1	i	-9	i	i
O=C1NCC(COc2ccc([N+](=O)[O-])cc2)O1 (configuration not stated)	i	i	-1	i	i	2	2	i	-7	i	i
CCOC(=O)C1CCN(c2c(NCCCN3CCCCC3)c(=O)c2=O)CC1	i	i	-3	i	i	-5	1	i	-15	i	i
COc1ccc(/C=C2\SC(=O)N(CCC(=O)Nc3ccc(S(=O)(=O)Nc4nccs4)cc3)C2=O)cc1	i	i	x	i	i	-4	1	i	-19	i	i
Cc1ccc(NC(=O)CC2S/C(=N/c3nccs3)N(C)C2=O)c(C)c1 (configuration not stated)	i	i	-2	i	i	-3	0	i	-3	i	i
O=C(Nc1nc2c(s1)CN(Cc1ccccc1)CC2)c1cccc(S(=O)(=O)N2CCc3ccccc32)c1	i	i	-1	i	i	-2	0	i	-11	i	i
O=C(Nc1ccncc1)c1ccccc1-c1ccccc1	i	i	19	i	i	11	-49	i	-10	i	i
O=P(OC1CCCCC1)(OC1CCCCC1)C(O)c1ccc(Cl)cc1Cl (configuration not stated)	i	i	0	i	i	-1	1	i	-22	i	i
CS(=O)(=O)N(CC(=O)N1CCN(c2cccc(Cl)c2)CC1)c1cccc(F)c1	i	i	0	i	i	1	5	i	-6	i	i
COc1ccc(N2CCN(c3ncnc4sc(C(=O)NCC5CCCO5)c(C)c34)CC2)cc1 (configuration not stated)	i	i	-2	i	i	3	x	i	-16	i	i
Cc1ccc(C)c(NC(=S)N2CCCCCC2)c1	x	x	-2	i	x	0	2	i	x	x	x
C/C(=N/NC(=O)c1nnn(-c2nonc2N)c1COc1ccccc1)c1ccccc1	i	i	-8	i	i	x	-4	i	-4	i	i
O=C(Oc1ccccc1Cl)c1ccccc1P(=O)(O)O	i	i	-1	i	i	0	-3	i	0	i	i
COC(C/C=C/[C@@H](O)[C@@H](C)OCc1ccccc1)OC	i	i	0	i	i	1	3	i	-8	i	i
O=C1/C(=C/c2cccnc2)SC(=S)N1c1ccc(O)cc1	i	i	-4	i	i	-6	-3	i	-8	i	i

Only part of the results is shown. The share of hits here may be higher or lower than overall.
